Screening results as filed in PubChem.
POLH inh: blocks human DNA polymerase eta activity; AID 588591; Potency, µM (highest dose often 114 µM), inactives show top-dose activity change, negative = inhibition, hits mostly inhibitors; 390,000 compounds, 1.2% hits; recombinant Pol eta, fluorescent DNA replication assay; also: potency is read from the fitted curve at half-maximal effect; % is scaled to controls: 0 for no effect and ±100 for the full control effect
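Pol eta at 10 nM preincubated with compounds 15 min at room temperature; reaction started with fluorescent substrate (50 nM final) and read kinetically at 0 and 10 min.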
ERG-DNA inh: ERG Ets/DNA interaction inhibition; P11308; fluorescence polarization, His-ERG Ets domain / labelled DNA; Potency, µM (titrated, usually from 76.9 µM), for inactives: top-dose FP activity, negative = inhibition, usual class: inhibitors; 370,000 compounds, 0.028% hits; AID 624246; active = well fitted inhibition curve with a large enough effect in the polarisation, with a control signal flat; inconclusive = small, poorly fitted or top-dose-only effect, or effect the other way, or a change in a side signal; inactive = no such curve, though single readings can be large or run the other way; the % refers to the polarisation;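 also: polarization taken with two DNA probes labelled with fluorescein and Texas red; potency is read from the fitted curve at half-maximal effect; % of control where 0% means no effect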
Target sequence (P11308 whole entry, looked up, the tested form may be a part): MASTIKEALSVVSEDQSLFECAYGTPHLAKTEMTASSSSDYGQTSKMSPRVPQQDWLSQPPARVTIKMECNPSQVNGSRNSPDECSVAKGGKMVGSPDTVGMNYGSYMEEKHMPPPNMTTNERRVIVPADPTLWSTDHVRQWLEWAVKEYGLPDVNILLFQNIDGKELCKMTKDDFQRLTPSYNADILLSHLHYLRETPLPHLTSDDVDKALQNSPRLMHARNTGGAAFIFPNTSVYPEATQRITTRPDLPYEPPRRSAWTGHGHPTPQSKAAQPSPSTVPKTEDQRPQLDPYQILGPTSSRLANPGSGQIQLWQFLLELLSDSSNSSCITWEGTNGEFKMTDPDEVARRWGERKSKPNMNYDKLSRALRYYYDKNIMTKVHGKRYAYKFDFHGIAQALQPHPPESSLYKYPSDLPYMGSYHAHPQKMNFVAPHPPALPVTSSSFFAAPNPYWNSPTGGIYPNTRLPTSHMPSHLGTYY
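His-tagged ERG Ets domain (1 uM in the protein solution; 300mM KCl, 50mM Tris-HCl, 1mM EDTA, 1mM DTT, pH 7.5) received compound, then a probe mix of 5 nM fluorescein-DNA and 100nM Texas-615-DNA. Fluorescence polarization was read for both dyes.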
Pol beta inh: blocks human DNA polymerase beta activity; 340,000 compounds, 1.3% hits; P06746; Pol beta primer extension/strand displacement, fluorescence kinetic; AID 485314; Potency, µM (series often up to 114 µM), for inactives: at the top dose activity change, negative = inhibition, actives largely listed as inhibitors; also: potency is read from the fitted curve at half-maximal effect; % is scaled to controls: 0 for no effect and ±100 for the full control effect
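Human Pol beta at 10 nM; strand-displacement substrate 50 nM final. Compound exposure 15 min at room temperature before start, reaction 10 min at room temperature.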
LDHA inh: LDHA (human) enzyme inhibition; P00338; activity change, % (values are at about 110 or 230 µM); 480,000 compounds, 0.15% hits; purified LDHA, NADH/diaphorase-resazurin fluorescence; active compounds read low; in the data active = activity change below about -30%; inconclusive = mostly about -25% to -30%;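 also: plate controls were DMSO wells for no effect and wells without enzyme for full effect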
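Resorufin fluorescence (ex540/em590), read at 0 and 20 min after diaphorase/resazurin addition, reports the NADH left after a 5 min room-temperature reaction of 2 nM human LDH5 with 0.06 mM NADH and 0.2 mM pyruvate.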
RGS4 inhibitor: human RGS4 inhibition. Transcreener GDP fluorescence polarization, RGS4-accelerated GTP hydrolysis. P49798. Potency, µM (doses to about 114 µM), inactives show at the highest dose activity change, negative = inhibition, actives largely listed as inhibitors. 390,000 compounds, 0.039% hits. AID 504845; also: potency is read from the fitted curve at half-maximal effect; % is scaled to controls: 0 for no effect and ±100 for the full control effect; nearly all actives have a fitted effect of over 75% in size; some results filed as inactive show a strong effect at the top dose
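MLSMR compounds (23 nl, pin-transferred) preincubated 10 min at room temperature with a 500nM (2x) first reagent, then RGS4 at 900nM (2x) plus Transcreener GDP mix added; fluorescence polarization (620/688 nm) read before and after 90 min at 30 °C.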
Apoferritin bind: binds horse apoferritin like a general anesthetic. P02791. AID 485281. 350,000 compounds, 0.074% hits. apoferritin/1-aminoanthracene competitive binding, fluorescence. Potency, µM (doses to about 77.5 µM), for the others: at the top dose activity change, negative = displacement, actives largely listed as inhibitors; also: potency is read from the fitted curve at half-maximal effect; % is scaled to controls: 0 for no effect and ±100 for the full control effect; nearly all actives have a fitted effect of over 20% in size
Target sequence (P02791 2-175 limits assumed): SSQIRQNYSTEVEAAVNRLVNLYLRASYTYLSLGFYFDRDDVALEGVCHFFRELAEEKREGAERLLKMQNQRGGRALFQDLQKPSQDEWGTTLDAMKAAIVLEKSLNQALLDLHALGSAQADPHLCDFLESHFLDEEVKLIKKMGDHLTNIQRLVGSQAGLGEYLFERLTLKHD
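10 uM apoferritin + 50% sat. 1-AMA, PBS; cpd 10 min RT; Ex380/Em535 endpoint; normalized to free probe vs complex; 4-param Hill fit; propofol titration as pos. ctrl.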
Pol kappa inh: blocks human DNA polymerase kappa activity. Potency, µM (top dose mostly 107 µM), for the others: top-dose activity, negative = inhibition, hits mostly inhibitors. Q9UBT6. 400,000 compounds, 0.53% hits. purified Pol kappa, fluorescent DNA synthesis assay, 10 min. AID 588579; also: potency is read from the fitted curve at half-maximal effect; % is scaled to controls: 0 for no effect and ±100 for the full control effect
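Fluorescent qHTS in 1536-well format: enzyme (10 nM) and compound sat 15 min at room temperature before 50 nM substrate (final) was added. Signal taken at 0 and 10 min; no-enzyme buffer wells were negative controls.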
ALOX12 inh: inhibitors of human 12S-lipoxygenase ALOX12; P18054; purified 12hLO, xylenol orange hydroperoxide absorbance; Potency, µM (top dose mostly 108 µM), for inactives: top-dose activity change, negative = inhibition, actives largely listed as inhibitors; 580,000 compounds, 1.1% hits; also: potency is read from the fitted curve at half-maximal effect; % is scaled to controls: 0 for no effect and ±100 for the full control effect
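Purified human 12hLO at 150 nM in 25 mM Hepes, 0.01% Triton X-100, pH 7.0, preincubated 15 min at room temperature with compound. Reaction started with 40 uM arachidonic acid, 30 min at room temperature. Hydroperoxide measured by Fe-xylenol orange, 573/405 nm absorbance ratio.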
APEX1 inh: inhibitors of human APE1 endonuclease; Potency, µM (titrated, usually from 65.8 µM), for the others: at the top dose activity change, negative = inhibition, hits mostly inhibitors; P27695; 350,000 compounds, 0.35% hits; recombinant APE1, TAMRA/BHQ-2 abasic DNA cleavage fluorescence;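 also: potency is read from the fitted curve at half-maximal effect; plate controls were vehicle for no effect and reference inhibitor for full effect; nearly all actives have a fitted effect of over 55% in size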
Target sequence (P27695 whole entry, looked up): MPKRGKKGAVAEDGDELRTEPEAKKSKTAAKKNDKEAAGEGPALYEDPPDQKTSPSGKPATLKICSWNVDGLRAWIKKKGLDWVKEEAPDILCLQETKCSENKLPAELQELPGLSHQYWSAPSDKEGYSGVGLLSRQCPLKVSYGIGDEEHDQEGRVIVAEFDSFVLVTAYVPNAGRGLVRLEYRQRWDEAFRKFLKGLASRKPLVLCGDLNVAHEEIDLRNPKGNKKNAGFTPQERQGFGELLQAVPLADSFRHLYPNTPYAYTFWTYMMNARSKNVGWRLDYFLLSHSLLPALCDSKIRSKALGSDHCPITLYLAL
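Kinetic fluorescence read (525 ex/598 em nm, three reads 60 s apart) of AP-site incision; signal = third minus first read. Enzyme 0.75 nM, dual-labelled THF duplex 50 nM, compound preincubation 15 min RT.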
Numbers without * were called inactive; u = inconclusive; x = not tested or not shown; & = joins results of further samples; [ ] = dose if it differs, or a comment. Unless noted, calls follow the shape of the dose curve; as a rule, active = well fitted curve in the direction sought with a large enough effect; inconclusive = small, poorly fitted or top-dose-only effect, or another doubt; inactive = no such curve, though single readings can be large; an effect the other way counts as inactive or inconclusive. Only part of the results is shown, so the mix of outcomes need not match the whole.

Below each SMILES – ERG-DNA inh | Pol beta inh | POLH inh | Apoferritin bind | APEX1 inh | LDHA inh | ALOX12 inh | RGS4 inhibitor | Pol kappa inh
CC(SCc1ccccc1)C(=O)Nc1ccc(F)cc1 (centres undefined)
 : 8.4% | 30.4%[activator] | -14.3% | -9.2% | 15.2% | -2.7 | -21.6% | -20.2% | -4.2%
O=C(/C=C/c1ccc(Cl)cc1)c1cccnc1
 : -1.7% | 6.4% | -8.9% | -13.9% | -1.4% | -4.3 | u | u | -0.8%
O=C(CSc1nc(=O)n2cc(Cl)ccc2n1)Nc1ccc2c(c1)OCO2
 : 35.6%[activator] | x | 20µM* | x | -23.4% | -1.1 | u | 10.9% | -42.1%
O=C(Cc1cccc(NC(=O)C2CCCN(C(=O)C3CC3)C2)c1)Nc1cccc(C(=O)N2CCCCC2)c1 (centres undefined)
 : 7.9% | x | -5.4% | x | x | 2.7 | 5.8% | 18.9% | -16.5%
CCOc1cc(/C=N/NC(=O)NN(C)c2ncc(C(F)(F)F)cc2Cl)ccc1O
 : 4.0% | -17.7% | -7.1% | -20.5% | -4.9% | -4.1 | -2.2% | 26.7% | -4.7%
COCCN(C(=O)CCC(=O)Nc1cc(C)on1)C(C(=O)NC(C)(C)C)c1cccc(OC)c1OC (centres undefined)
 : 2.9% | -16.8% | -15.1% | 1.5% | 56.3%[activator] | -0.5 | 37.9%[activator] | 3.0% | 5.0%
CN(Cc1cnn(Cc2ccccc2)c1)C(=O)CN=C1NS(=O)(=O)c2ccccc21
 : -7.0% | x | 3.8% | x | 13.3% | -7.7 | u | 13.7% | -6.5%
CCSc1nc(N)c2c3c(sc2n1)CCC3
 : 1.0% | 6.7% | -4.7% | -5.5% | 0.9% | -7.3 | 0.0% | -16.6% | 2.0%
Cc1c(C(=O)O)sc2[nH]c(=O)n(Cc3ccccc3)c(=O)c12
 : 10.2% | 31.1% | -3.3% | 3.2% | -0.8% | -2.6 | -10.0% | -8.8% | -3.9%
Cc1cccc(-c2cc3c(nn2)-c2ccccc2C3=O)c1
 : -3.3% | 6.9% | -11.8% | -20.4% | 2.6% | 4.3 | -3.4% | 1.7% | -12.0%
COc1cc(NC(=O)/C=C/c2ccccc2)c(C(=O)O)cc1OC
 : -15.0% | 3.0% | u | 0.0% | -3.1% | -8.2 | -8.2% | -24.2%[11.4 µM] | -8.1%
C=CCC(C(=O)OC)(C(=O)OC)c1ccc([N+](=O)[O-])cn1
 : 0.7% | 18.8% | -21.4% | -16.8% | 1.9% | -2.8 | 0.0% | -26.9% | -4.5%
Cc1ccccc1C(=O)N1c2ncnn2C2(CCCCC2)[C@@H]2CCCC[C@@H]21
 : -0.3% | -11.9% | -19.0% | 3.8% | x | 0.2 | -10.4% | -0.5% | -3.3%
CCCn1c(/N=C/c2c[nH]c3ccccc23)nc2ccccc21
 : x | -8.7% | 1.2% | u | 1.9% | 3.8 | -9.8% | -0.5% | -5.8%[60.1 µM]
CCCCC(=O)Nc1nnc(S(=O)(=O)N2CCCCCC2)s1
 : -3.7%&0.3% | 25.4%&-13.3% | -19.7%&-7.4% | -4.2%&-18.7% | 61.1%[activator] | -3.5&1.0 | 20.7%&-7.3% | -5.0%&-5.9% | 1.6%&-5.7%
O=C(c1ccccc1F)N1C(=O)c2cccc3cccc1c23
 : -18.7% | u | 3.3% | u | 18.8% | -0.4 | 5.1% | 1.7% | -1.9%
Cc1cc(NC(=O)CSc2ncn[nH]2)no1
 : -0.3% | -27.1% | -20.6% | -4.4% | -2.5% | -3.7 | -17.0% | -13.9% | 4.8%
N#C/C(C(N)=O)=C1/SC=C(c2ccccc2)N1c1ccccc1
 : -0.3% | 22.0% | 3.9% | 0.5% | 1.0% | -6.1 | u | 35.5% | -6.6%
CC(=O)N1CCC(N(CCN2CCOCC2)C(=S)Nc2ccccc2C)CC1
 : 11.9% | 2.4% | -15.7% | -9.1% | 4.4% | 1.0 | -7.8% | -1.5% | -8.4%
N#Cc1c(Cl)nc2c(c1C#N)CCCC2
 : 6.3% | 6.4% | -6.9% | -2.5% | 3.2% | -10.9 | u | 19.2% | -10.4%
CC(C)(C)OC(=O)[C@H](Cc1ccccc1)NC(=O)c1nc[nH]c1C(=O)NCC(=O)OCc1ccccc1
 : 1.9% | 10.6% | -10.5% | u | -8.6% | 8.1 | 9.7% | 1.5% | -8.7%
CC(C)CN(C(=O)c1ccc(Br)o1)C1CCS(=O)(=O)C1 (centres undefined)
 : -5.0% | x | -1.3% | x | 1.4% | -7.1 | 3.8% | 33.1% | -14.2%
COc1ccc(OC)c(N(C)S(=O)(=O)c2ccc3c(c2)NC(=O)CC(=O)N3)c1
 : 4.3% | 23.7% | -12.4% | -8.0% | x | 1.1 | -10.6% | 17.2% | 2.2%
NC(=O)c1cc(S(=O)(=O)N2CCCC2)ccc1OCc1ccc(F)cc1
 : -6.9% | -0.1% | -5.8% | -8.6% | 8.3% | -0.9 | 1.1% | 7.5% | -4.5%
CCN(Cc1cc2cc(OC)ccc2[nH]c1=O)C(=O)c1ccncc1
 : 5.0% | -7.6% | -8.7% | -1.7% | 2.2% | 3.5 | 2.2% | -3.4% | -8.8%
COc1cc(/C=N/n2c(=S)[nH]nc(C)c2=O)cc([N+](=O)[O-])c1O
 : -3.8% | -11.5% | -13.8% | -8.0% | 1.7% | -1.4 | -18.4% | 2.8% | -6.6%
CCc1ccc(N=C2N=C(N)c3ccccc32)cc1
 : -9.4% | -0.1% | -20.6% | -16.3% | -0.2% | -11.2 | 117.0%[activator] | -7.0%[11.4 µM] | -16.8%
Cc1noc(C)c1C(=O)NCCCN1CCCC1=O
 : -1.3% | -6.4% | -11.9% | 1.7% | 4.7% | -2.0 | 28.1% | 11.0% | -7.8%
CCOc1ccc(C2C(C(=O)NC)=C(C)Nc3nc4ccccc4n32)cc1OC (centres undefined)
 : -3.5% | x | -22.4% | x | x | 10.6 | -0.3% | 1.2% | -0.5%
Cc1cccc(C(=O)Nc2scc(CC(C)C)c2C(=O)O)c1
 : -0.5% | 9.9% | -3.6% | 5.1% | -1.4% | -7.2 | 2.5% | -23.0% | -10.2%

Single entries from the list.
CCSc1nc(N)c2c3c(sc2n1)CCC3 in ERG-DNA inh: 1.0%
Cc1cccc(-c2cc3c(nn2)-c2ccccc2C3=O)c1 in Pol kappa inh: -12.0%

(further entries)
Below each SMILES – ERG-DNA inh | Pol beta inh | POLH inh | Apoferritin bind | APEX1 inh | LDHA inh | ALOX12 inh | RGS4 inhibitor | Pol kappa inh
Cc1cc(F)ccc1NCC(=O)Nc1ccc(Br)cc1C
 : -13.1% | -20.1%[57.1 µM] | -19.1% | 2.9% | -3.3% | -2.3 | -20.1% | 14.8% | -17.8%
COc1ccccc1N1CCN(C(=O)COc2ccc(S(=O)(=O)NC(C)C)cc2)CC1
 : -5.5% | -0.9% | -12.7% | -6.2% | 14.6% | -3.2 | u | -1.9% | 4.3%
O=C(CCS(=O)(=O)c1ccc(Br)cc1)Nc1ccc(Cl)c(C(F)(F)F)c1
 : -4.9% | 4.0% | u | 2.6% | x | -1.5 | u | 18.8% | -24.8%
Cc1c(NC(=O)c2cc(-c3ccc(Cl)c(Cl)c3)on2)c(=O)n(-c2ccccc2)n1C
 : 16.9%&0.5% | 59.2%&-20.2% | 3.9%&-10.0% | -15.0%&-4.9% | 3.5% | -12.4&-1.3&-1.3 | u | 33.2%&-19.4% | -6.3%&-2.8%
Cc1nn(CC(=O)NCc2ccccc2Cl)c(C)c1[N+](=O)[O-]
 : x | 24.3% | 10.1% | -12.5% | 0.2% | -7.1 | -7.0% | -25.9% | 4.7%
O=C(C1CCCO1)N1CCN(S(=O)(=O)c2cc(C(F)(F)F)ccc2Cl)CC1 (centres undefined)
 : 10.9% | x | -10.9% | x | 22.9% | -2.7 | -6.2% | -19.0% | 1.4%
COc1ccc(OC)c2sc(N3CCN(C(=O)c4ccc5ncsc5c4)CC3)nc12
 : -1.4% | x | -4.0% | x | 26.6% | -2.9 | -18.8% | 7.3% | -6.2%
O=S(=O)(NCCCCNS(=O)(=O)c1c(F)cccc1F)c1ccc2c(c1)OCCO2
 : x | x | -10.6% | x | 39.4% | 1.0&-7.0 | u | -16.3% | 15.1%
Cc1ccc(N2C(=O)N(CC(=O)Nc3ccccc3C)C(=O)C2C)cc1 (centres undefined)
 : 7.6% | u | -5.0% | u | 1.0% | 0.1 | -7.6% | -33.6% | -23.3%
COc1ccc(OC)c2c(N3CCN(C)CC3)cc(C(F)(F)F)nc12
 : -5.5% | 19.5% | -5.1% | 76.2%[activator] | 2.8% | 4.1 | 12.2% | -40.0% | 2.8%
Cc1c(NC(=O)C(C)Oc2cccc(F)c2)c(=O)n(-c2ccccc2)n1C (centres undefined)
 : 20.9% | x | 3.8% | x | 9.9% | -1.0 | -2.2% | 18.7% | -20.4%
COC(=O)N1C(=O)[C@](CC(C)C)(c2ccccc2)N1C(=O)OC
 : -0.4% | -6.8% | -23.3% | -15.4% | 37.4% | -5.9 | -22.2% | -24.7% | -5.0%
C(=N\N(c1ccccc1)c1ccccc1)/c1ccc2c(c1)OCO2
 : -4.7% | 80.5% | 1.3% | 168.3%[activator] | -2.9% | -5.4 | -15.0% | -12.2% | -6.2%
Cc1cc(C)cc(NC(=O)CSc2nc(=O)n(CCN3CCOCC3)c3c2CCC3)c1
 : -6.1% | 5.1% | 5.0% | -12.6% | x | -1.2 | -16.9% | 31.2% | -3.8%[60.1 µM]
